ELG1 repair inh: qHTS screen for small molecules that inhibit ELG1-dependent DNA repair in human embryonic kidney (HEK293T) cells expressing luciferase-tagged ELG1 | Potency, µM (doses to about 46.1 µM), without a hit: top-dose activity change, negative = inhibition, actives largely listed as inhibitors | 330,000 compounds, 2.3% hits | HEK293T ELG1-luciferase reporter, luminescence, 16 h; DNA damage induced by 5-fluorouridine; further: potency means the concentration at half of the fitted maximal effect; on the % scale 0 is the no-effect control and ±100 the full control effect; nearly all actives have a fitted effect of over 55% in size
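Reporter activity after DNA damage by 5-fluorouridine is monitored. Compound-treated cells incubate 16 hr at 37 °C, then ONE-Glo is added for 30 min before luminescence reading.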
Gal4-VP16 FLuc: VP16 counterscreen qHTS for inhibitors of ROR gamma transcriptional activity | Drosophila S2 Gal4-VP16 UAS-luciferase, luminescence, 20 h | AID 2546, 2010 | 310,000 compounds, 3.5% hits | Potency, µM (highest dose often 53.6 µM), for inactives: top-dose activity, negative = inhibition, most hits filed as inhibitors;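 further: Gal4-VP16 expression switched on by copper sulfate through the metallothionein promoter; potency means the concentration at half of the fitted maximal effect; on the % scale 0 is the no-effect control and ±100 the full control effect; nearly all actives have a fitted effect of over 50% in size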
NPC1 promoter act: qHTS Assay for NPC1 Promoter Activators; Huh7 NPC1 promoter luciferase reporter, 24 h; Potency, µM (series often up to 9.22 µM), inactives show at the highest dose activation, usual class: activators; 320,000 compounds, 2.4% hits;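 further: potency means the concentration at half of the fitted maximal effect; % of control where 0% means no effect; nearly all actives have a fitted effect of over 60% in size; reporter is driven by a mutant NPC1 promoter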
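Luciferase expression driven by the NPC1 promoter was measured in stably transfected Huh7 cells after a 24 h compound incubation, using a luciferase reagent and a luminescence read.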
TRPV1 ag: HTS Assay for Compounds that Act as Agonists of the Vanilloid Receptor 1; Transient receptor potential cation channel subfamily V member 1 (Homo sapiens), Q8NER1; TRPV1-expressing cells, Fluo-8 calcium influx, agonist mode; activation, % at 8.33 µM; 320,000 compounds, 0.19% hits; AID 540275, 2011; in the data active means activation above about 80%; inconclusive means between about 30% and that limit; further: 0% is about no effect
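TRPV1-expressing cells were cultured overnight at 35.5C and loaded with Fluo-8 calcium dye for 40 to 90 min at room temperature. After a 10 s baseline, compound was added and calcium influx was read kinetically for 3 min (ex 480/em 520 nm).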
BRCA1 expr act: qHTS Assay to Identify Small Molecule Activators of BRCA1 Expression; MCF7-BRCA1-FFLuc reporter, luminescence, 48 h; response scale: scaled: vehicle 0%, 10 µM genistein 100%; 380,000 compounds, 1.1% hits; Potency, µM (doses to about 46.1 µM), without a hit: at the top dose activation, actives largely listed as activators; further: potency means the concentration at half of the fitted maximal effect; nearly all actives have a fitted effect of over 80% in size; some results filed as inactive show a strong effect at the top dose
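Using MCF7 cells harboring a BRCA1 firefly luciferase reporter, plated 2 h before compound pinning, the screen measured luminescence after 48 h incubation. Responses were normalized to DMSO and 10 microM genistein, then fitted for concentration-effect.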
ELG1 genotox: qHTS screen for small molecules that induce genotoxicity in human embryonic kidney (HEK293T) cells expressing luciferase-tagged ELG1. HEK293T ELG1-luciferase reporter, luminescence, 16 h. 330,000 compounds, 1.3% hits. Potency, µM (series often up to 46 µM), without a hit: at the highest dose activity change, positive = activation, most hits filed as activators; further: potency means the concentration at half of the fitted maximal effect; % of control where 0% means no effect; nearly all actives have a fitted effect of over 60% in size
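HEK293T cells expressing luciferase-tagged ELG1 were treated with compound or DMSO for 16 hr at 37°C. Luciferase activity was then read after 30 min with ONE-Glo at room temperature; rising signal flags genetic stress.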
Tb PFK block: qHTS Assay to Find Inhibitors of T. brucei phosphofructokinase; 330,000 compounds, 0.17% hits; ATP-dependent 6-phosphofructokinase (Trypanosoma brucei brucei), O15648; Potency, µM (doses to about 57.5 µM), for inactives: at the top dose activity, negative = inhibition, most hits filed as inhibitors; AID 485367, 2010; T. brucei PFK, ADP-Glo luminescence;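 further: potency means the concentration at half of the fitted maximal effect; 0% = uninhibited 1x PFK enzyme wells and -100% = no-enzyme wells; nearly all actives have a fitted effect of over 60% in size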
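Luminescent ADP detection (ADP-Glo, two-step: ATP depletion then ADP-to-ATP conversion for luciferase) reported PFK activity after 45 min room-temperature reaction of 1.25 nM enzyme with 0.5 mM F6P and 0.1 mM ATP at pH 8.0.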
RORgamma inh: qHTS for inhibitors of ROR gamma transcriptional activity | Drosophila S2 Gal4-RORgamma UAS-luciferase reporter, 20 h | Potency, µM (top dose mostly 53.6 µM), for the others: at the highest dose activity change, negative = inhibition, most hits filed as inhibitors | 310,000 compounds, 5.4% hits | AID 2551, 2010; further: potency means the concentration at half of the fitted maximal effect; on the % scale 0 is the no-effect control and ±100 the full control effect; nearly all actives have a fitted effect of over 60% in size
Target sequence (P51450 whole entry, looked up, the tested form may be a part): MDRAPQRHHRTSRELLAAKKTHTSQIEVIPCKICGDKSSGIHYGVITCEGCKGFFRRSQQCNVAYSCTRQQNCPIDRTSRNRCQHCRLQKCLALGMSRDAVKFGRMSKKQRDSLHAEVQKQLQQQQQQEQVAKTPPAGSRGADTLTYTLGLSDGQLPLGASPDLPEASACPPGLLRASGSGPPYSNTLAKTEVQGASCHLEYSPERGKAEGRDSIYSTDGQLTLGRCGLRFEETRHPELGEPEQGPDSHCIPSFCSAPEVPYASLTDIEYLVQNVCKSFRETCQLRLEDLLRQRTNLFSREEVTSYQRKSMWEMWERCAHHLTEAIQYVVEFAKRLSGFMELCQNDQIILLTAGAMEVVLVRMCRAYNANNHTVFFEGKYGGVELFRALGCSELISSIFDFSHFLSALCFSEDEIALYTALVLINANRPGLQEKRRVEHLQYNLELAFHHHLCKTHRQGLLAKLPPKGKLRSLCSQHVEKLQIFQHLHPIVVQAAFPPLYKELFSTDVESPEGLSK
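Read-out: Photinus luciferase luminescence; inhibitors lower reporter signal. Insect Schneider cells with Gal4-ROR gamma fusion under metallothionein promoter, UAS reporter; 700 uM final copper sulfate induction, 20 hr, ambient temperature.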
p53 reactivator: qHTS assay for re-activators of p53 using a Luc reporter; H1299 p53-A138V BP100-luciferase reporter, luminescence, 24 h; AID 504706, 2011; Potency, µM (series often up to 92.2 µM), for inactives: top-dose activity change, positive = activation, actives largely listed as activators; 320,000 compounds, 0.063% hits; further: potency means the concentration at half of the fitted maximal effect; % of control where 0% means no effect; nearly all actives have a fitted effect of over 45% in size
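p53-null H1299 cells stably carrying temperature-sensitive p53-A138V and a BP100-luciferase reporter were pinned with compounds (4-point, 1:5 series) and held 24 hrs at 37 deg C. Luminescence was read 10 min after detection reagent.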
Rab9 promoter act: qHTS Assay for Rab9 Promoter Activators. Huh7 Rab9 promoter-luciferase reporter, luminescence, 24 h. Potency, µM (highest dose often 9.22 µM), for inactives: at the highest dose activation, negative = inhibition, hits mostly activators. 320,000 compounds, 2.8% hits; further: potency means the concentration at half of the fitted maximal effect; % of control where 0% means no effect; nearly all actives have a fitted effect of over 60% in size
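Huh7 cells stably carrying a Rab9 promoter-luciferase reporter, 1500 cells per well in OP-MEM I with 10% FBS, treated with compound 24 hours at 37C. Luciferase activity read by luminescence after 10 minutes with Amplite reagent.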
FLuc counter: qHTS profiling assay for firefly luciferase inhibitor/activator using purifed enzyme and Km concentrations of substrates (counterscreen for miR-21 project); Potency, µM (series often up to 57.5 µM), without a hit: at the highest dose activity change, negative = inhibition, most hits filed as inhibitors; purified FLuc, Km substrates, luminescence inhibition; 360,000 compounds, 6.9% hits; Luciferin 4-monooxygenase (Photinus pyralis), P08659;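 further: potency means the concentration at half of the fitted maximal effect; plate controls were vehicle for no effect and reference inhibitor for full effect; nearly all actives have a fitted effect of over 55% in size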
Target sequence (P08659 whole entry, looked up): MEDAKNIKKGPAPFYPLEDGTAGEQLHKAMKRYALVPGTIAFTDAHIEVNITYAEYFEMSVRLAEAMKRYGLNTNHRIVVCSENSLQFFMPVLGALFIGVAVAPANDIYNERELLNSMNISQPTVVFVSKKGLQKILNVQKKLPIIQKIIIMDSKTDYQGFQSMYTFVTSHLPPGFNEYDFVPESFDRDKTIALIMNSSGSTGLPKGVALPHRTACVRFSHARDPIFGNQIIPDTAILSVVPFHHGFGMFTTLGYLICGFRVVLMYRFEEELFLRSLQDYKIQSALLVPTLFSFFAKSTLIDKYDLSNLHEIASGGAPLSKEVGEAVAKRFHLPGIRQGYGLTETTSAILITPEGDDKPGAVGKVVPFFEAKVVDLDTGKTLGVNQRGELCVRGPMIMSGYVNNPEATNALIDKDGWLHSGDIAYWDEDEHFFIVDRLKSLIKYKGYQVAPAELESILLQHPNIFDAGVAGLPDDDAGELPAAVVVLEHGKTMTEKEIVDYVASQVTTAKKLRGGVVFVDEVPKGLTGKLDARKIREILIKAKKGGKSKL
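Purified P. pyralis luciferase (10nM final) with 10uM D-luciferin and 10uM ATP (Km levels) in 50mM Tris acetate pH 7.5, 10mM Mg acetate, 0.01% Tween-20, 0.05% BSA; qHTS 6-point titration, ~60 µM downward; luminescence read.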
* hit, by the source's call; ? = inconclusive; / = not tested or not shown; [ ] = remark or other dose. Unless noted, the call rests on the fitted dose curve; in most records, active means well fitted curve in the direction sought with a large enough effect; inconclusive means small, poorly fitted or top-dose-only effect, or another doubt; inactive means no such curve, though single readings can be large; an effect the other way counts as inactive or inconclusive.

SMILES | ELG1 repair inh | Gal4-VP16 FLuc | NPC1 promoter act | TRPV1 ag | BRCA1 expr act | ELG1 genotox | Tb PFK block | RORgamma inh | p53 reactivator | Rab9 promoter act | FLuc counter
CCCC1Nc2ccc(C(=O)O)cc2C2C=CCC12 (stereo not given) | -3% | -14% | 2% | -5 | 2% | 0% | ? | -61% | -14% | -1% | -2%
CCOC(=O)c1c(NC(=O)c2ccccc2)sc2c1CCc1ccccc1-2 | -7% | -13% | -1% | 2 | -37% | -5% | -11% | -14% | -6% | 0% | ?
CN1C(=S)SC(N(O)C(=O)Nc2ccc(Cl)c(Cl)c2)C1(C)C (stereo not given) | ? | -14% | 2% | 16 | -11% | -6% | ? | ? | 6% | -7% | -2%
Cc1ccc(-n2c(C)cc(C(=O)COC(=O)c3ccc[nH]c3=O)c2C)cc1C | ? | 0.02µM* | ? | 1 | 18% | ? | -3% | -38% | -4% | ? | 6µM*
Cc1nn(C(C)(C)C)c(NC(=O)c2ccc(Cl)cc2)c1Br | 5% | 7% | -1% | 0 | -20% | -2% | 2% | -19% | -3% | -1% | -1%
Cc1ccc(NC(=O)c2cccs2)cc1NC(=O)c1cccnc1 | -26% | 9% | 1% | -1 | -15% | -7% | -6% | 17% | -1% | -2% | ?
Cc1c(/C=C/C(=O)c2ccc(Cl)s2)cnn1C | ? | ? | ? | ? | 45% | ? | 6% | -26% | ? | ? | 1.5µM*
COc1ccc(NC(=O)c2cc(S(=O)(=O)N3CCCCC3)c[nH]2)c(OC)c1 | 0% | -8% | -1% | 1 | 2% | -1% | 2% | -9% | 1% | -3% | 1%
CC(C)(C)NC(=O)Cn1c(SCC(=O)Nc2nccs2)nc2ccccc21 | -7% | -15% | -1% | -4 | -17% | -2% | 2% | -16% | -7% | -1% | 1%
CCc1nn2cc(C(=O)c3cc(C)ccc3O)cnc2c1-c1ccc(F)cc1 | ? | -29% | -1% | 4 | -35% | -7% | 11% | ? | 4% | 10% | 1%
Cc1ccc(S(=O)(=O)N2CCCC(C(=O)NNCC(=O)Nc3cc(F)ccc3F)C2)cc1 (stereo not given) | 1% | -7% | -7% | 2 | -9% | -3% | 0% | 27% | -5% | 2% | 5%
CCOc1ccc(/C=N/NC(=S)NC2CC3CC2C2C=CCC32)cc1 (stereo not given) | ? | 4.5µM* | 24% | 19 | -14% | -10% | 2% | 5µM* | 1% | 3% | 1%
Cc1c(C(=O)O)oc2ccc(S(=O)(=O)NCc3ccccc3)cc12 | 9.2µM* | -1% | 5% | 3 | 8% | 0% | -5% | 24% | -3% | 1% | 5%
COc1cccc(-c2nnc(SCC(=O)NCc3ccc4c(c3)OCO4)n2Cc2ccco2)c1 | ? | -2% | 0% | 2 | -16% | -13% | 0% | 3% | -4% | -4% | -1%
CN1CCS/C1=C/C=C1/SC(=S)N(Cc2ccccc2)C1=O | ? | -15% | 18% | ? | 13µM* | ? | -1% | 8% | ? | ? | ?
CC1(C)CC(=O)c2c(O)cc(O)cc2O1 | 4% | 1% | 4% | 0 | 7% | -1% | 26% | 17% | 4% | -2% | -4%
O=C(NCCN1CCCCCC1)c1ccc(N2CCCC2=O)cc1 | 9% | / | 1% | 0 | 5% | 0% | -8% | -31%[0.365 µM] | -14% | 0% | 1%
CCCc1nc2ccccc2c(=O)n1CC(=O)c1ccc(F)cc1 | -1% | 21% | 0% | 28 | -14% | 3% | 1% | 31% | -1% | -1% | -2%
O=C(O)C1CC=CCC1C(=O)Nc1ccccc1C(=O)N1CCN(c2ccc(F)cc2)CC1 (stereo not given) | -12% | -9% | 0% | -1 | 6% | -2% | 4% | 7% | -7% | -3% | -2%
CC(C)[C@H](NC(=O)c1ccc(Br)cc1)C(=O)NC1CCCCC1 | ? | / | 12% | 20 | 65% | 7% | 0% | / | ? | 2% | -18%
CC1=NN(c2ccccc2)C(=O)/C1=C/c1cccs1 | ? | -11% | 9% | -1 | -41% | 17% | ? | ? | 0% | -2% | 8.5µM*
O=C(NCCN1CCOCC1)c1cccn2c(=O)c3c4c(sc3nc12)CCCC4 | 1% | -2% | -2% | 1 | / | -3% | 1% | 0% | -1% | 2% | -17%
O=C(Cc1ccccc1)NCCSCc1ccc(Cl)cc1 | 5% | -6% | -6% | ? | 12% | -2% | -1% | 31% | -4% | 2% | 2%
CCOC(=O)c1cnn(-c2ccccc2)c1-n1cccc1C(=O)C(=O)Nc1ccc(F)cc1 | -1% | -5% | 0% | 13 | -28% | -1% | 8% | 23% | -1% | 2% | 2%

Limited to Tb PFK block and TRPV1 ag, for 2 of the compounds above:
| SMILES | Tb PFK block | TRPV1 ag |
| --- | --- | --- |
| O=C(O)C1CC=CCC1C(=O)Nc1ccccc1C(=O)N1CCN(c2ccc(F)cc2)CC1 (stereo not given) | 4% | -1 |
| CC(C)[C@H](NC(=O)c1ccc(Br)cc1)C(=O)NC1CCCCC1 | 0% | 20 |

More results
SMILES | ELG1 repair inh | Gal4-VP16 FLuc | NPC1 promoter act | TRPV1 ag | BRCA1 expr act | ELG1 genotox | Tb PFK block | RORgamma inh | p53 reactivator | Rab9 promoter act | FLuc counter
O=C(COC(=O)CCNS(=O)(=O)c1cccc(C(F)(F)F)c1)NC(=O)NC1CCCCC1 | -4% | 0% | 3% | -2 | -1% | 2% | 4% | 10% | -4% | 2% | 0%
CCOC(=O)Nc1ccc2c(CN(C)Cc3ccc(F)cc3)cc(=O)oc2c1 | 4% | 9% | -1% | 2 | -31% | 8% | 8% | -37% | -2% | 3% | 1%
CCN(CC(=O)NC(C)(C)C)C(=O)CN1c2cccc3cccc(c23)S1(=O)=O | -2% | 2% | -5% | -5 | -25% | -3% | 1% | 7% | -3% | -4% | 1%
O=C(c1ccccc1F)N1CCCC(C(=O)N2CCc3ccccc3C2)C1 (stereo not given) | 11% | 5% | -5% | 27 | 1% | -2% | -3% | -1% | -2% | 2% | -2%
O=C(NCc1ccco1)c1nn2cccnc2c1Cl | ? | 27% | 0% | 0 | -4% | 9% | 2% | 17% | 2% | 2% | -9%
COC(=O)c1ccc(C(=O)N=c2sccn2C)cc1 | ? | 3% | 2.8µM* | 4 | 142% | ? | -1% | -22% | ? | 2.8µM* | 15µM*
CCOc1ccc(C(=O)NCCc2cnc[nH]2)cc1OCC | -5% | 4% | 0% | -5 | -32% | 0% | -13% | -10% | -3% | -4% | 3%
COc1ccc(-c2nnn(CC(=O)N(CCCN3CCOCC3)C(C(=O)NC3CCCC3)c3ccco3)n2)cc1 (stereo not given) | 1% | 0% | -4% | -1 | 0% | 3% | -1% | -14% | 1% | -3% | 0%
COc1ccc(CN2CCN(C(=O)c3ccc(S(=O)(=O)N4CCCCCC4)cc3)CC2)cc1F | 6.5µM* | / | -16% | 24 | -51% | -7% | -2% | / | -3% | -26% | -1%
CN1CCN(C(=O)c2cccc(S(=O)(=O)N3CCCC3)c2)CC1 | 16% | / | -4% | 0 | 2% | -2% | 2% | / | 8% | 1% | 0%
Cc1nc(SCC(=O)NCC2CCCO2)c2oc3ccccc3c2n1 (stereo not given) | 2% | -9% | -3% | -1 | 5% | -1% | 0% | -10% | -6% | 5% | -2%
O=C(O)c1ccc(CN(Cc2ccccc2)S(=O)(=O)c2ccc(Cl)cc2)cc1 | -1% | 3% | -2% | 0 | -8% | 0% | -2% | -1% | -3% | -3% | 5%
CCOc1ccc(OCC)c(NC(=O)CCCN2C(=O)c3cccnc3C2=O)c1 | 15% | 1% | -2% | 0 | 5% | -1% | 2% | 4% | -1% | -2% | -1%
O=C(Nc1nccs1)c1ccc(Cl)cc1[N+](=O)[O-] | 4% | ? | -4% | -2 | 51% | 2% | 1% | 10µM* | 2% | 4% | -2%
O=C(CCC(=O)OCC(=O)c1ccc(Cl)cc1Cl)Nc1cccc2cccnc12 | -18% | -17% | -6% | 13 | 0% | 1% | -1% | 20% | -11% | -17% | -2%
CC(=O)c1cccc(CN2CCCC(N3CCN(c4ccccc4F)CC3)C2)c1 (stereo not given) | ? | -3% | 0% | -4 | -11% | -7% | -2% | -31%[1.91 µM] | 7% | 0% | -7%

Screens as filed in PubChem BioAssay.

Rows are unselected; 15% or so of the library scored in one or more.
